CHRM4 PAM: human M4 muscarinic receptor positive allosteric modulators, primary screen, CHO-K1 cells, Fluo-8 calcium fluorescence; activation, % at 3 µM; Muscarinic acetylcholine receptor M4 (Homo sapiens), P08173; hit rate 0.4% among 360,000; CHO-K1 hM4/Gqi5, ACh EC20; 0% = ACh EC20, 100% = maximal ACh; AID 624126, 2012;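 active = activation above its plate's cutoff, the mean activation of sample wells plus 3 SD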; also: some results filed as inactive read as strong as hits
Target sequence (P08173 whole entry, looked up): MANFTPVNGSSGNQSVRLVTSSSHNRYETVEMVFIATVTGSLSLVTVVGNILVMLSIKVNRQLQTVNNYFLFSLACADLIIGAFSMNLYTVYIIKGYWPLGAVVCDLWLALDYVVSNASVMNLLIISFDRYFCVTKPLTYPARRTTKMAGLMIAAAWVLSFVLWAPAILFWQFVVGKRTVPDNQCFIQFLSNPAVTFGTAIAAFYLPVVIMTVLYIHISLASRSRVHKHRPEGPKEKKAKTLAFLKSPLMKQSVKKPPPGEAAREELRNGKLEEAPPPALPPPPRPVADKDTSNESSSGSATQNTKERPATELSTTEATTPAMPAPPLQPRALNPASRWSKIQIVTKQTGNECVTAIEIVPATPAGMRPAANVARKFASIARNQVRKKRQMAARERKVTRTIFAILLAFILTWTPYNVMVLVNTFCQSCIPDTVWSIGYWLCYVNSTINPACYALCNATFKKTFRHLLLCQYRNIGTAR
M5 antag: human M5 muscarinic receptor antagonists, primary screen, CHO cells, Fluo-8 calcium fluorescence; inhibition, % at 3 µM; CHO-hM5 cells, ACh EC80; AID 624040, 2012; hit rate 0.59% among 360,000; Muscarinic acetylcholine receptor M5 (Homo sapiens), P08912;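 active = inhibition above a per-plate cutoff, the mean of that plate's test compounds plus 3 SD, cut at about 27% in these data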;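 also: 0% = acetylcholine EC80 with DMSO and 100% = DMSO without agonist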
Target sequence (P08912 whole entry, looked up): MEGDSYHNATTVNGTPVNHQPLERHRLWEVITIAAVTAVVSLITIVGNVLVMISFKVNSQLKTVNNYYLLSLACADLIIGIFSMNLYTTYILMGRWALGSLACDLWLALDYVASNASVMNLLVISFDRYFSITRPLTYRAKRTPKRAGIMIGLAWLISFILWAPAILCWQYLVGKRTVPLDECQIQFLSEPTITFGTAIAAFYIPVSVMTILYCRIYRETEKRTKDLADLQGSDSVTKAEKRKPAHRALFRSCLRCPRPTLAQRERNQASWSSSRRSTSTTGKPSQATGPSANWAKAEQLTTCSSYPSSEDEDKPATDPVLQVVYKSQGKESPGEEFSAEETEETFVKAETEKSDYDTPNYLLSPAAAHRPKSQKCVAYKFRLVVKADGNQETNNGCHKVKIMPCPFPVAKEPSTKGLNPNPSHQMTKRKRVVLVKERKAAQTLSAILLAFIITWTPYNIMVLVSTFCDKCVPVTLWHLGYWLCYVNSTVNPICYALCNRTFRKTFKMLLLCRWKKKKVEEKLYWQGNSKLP
CHO-K1 Ca antag: nonselective inhibitor or artifact in parental CHO-K1 cells | ATP-induced calcium, Fluo-8 fluorescence | inhibition, % at 3 µM | hit rate 0.6% among 360,000;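 active = inhibition above a per-plate cutoff, the plate's mean sample inhibition plus 3 SD, cut at about 24% in these data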;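 also: 0% = DMSO plus EC80 ATP and 100% = DMSO alone without ATP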
CHO-K1 Ca ag: counter-screen for M1 agonists: effect in parental CHO-K1 cells; Fluo-8 calcium fluorescence; scaled to maximal ATP response, vehicle zero; activation, % at 3 µM; hit rate 0.48% among 360,000; in the data active = activation above about 15%;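 also: untransfected CHO-K1 host cells lacking M1 receptor as counterscreen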
M4 ag: human M4 muscarinic receptor agonists, primary screen, CHO-K1 cells, Fluo-8 calcium fluorescence; Muscarinic acetylcholine receptor M4 (Homo sapiens), P08173; CHO-K1 hM4/Gqi5; vehicle 0%, full acetylcholine response 100%; activation, % at 3 µM; hit rate 0.14% among 360,000; AID 624127, 2012;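 active = activation above the run mean over all test wells plus 3 SD, cut at about 32% in these data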;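 also: peak over basal fluorescence ratio per well then scaled between controls; 0% = DMSO wells and 100% = acetylcholine at EC100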
M5 PAM: human M5 muscarinic receptor positive allosteric modulators, primary screen, CHO-K1 cells, Fluo-8 calcium fluorescence | Muscarinic acetylcholine receptor M5 (Homo sapiens), P08912 | CHO-K1 hM5, ACh EC20 PAM; 0% = ACh EC20, 100% = ACh EC100 | activation, % at 3 µM | hit rate 0.3% among 360,000 | AID 624038, 2012;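 active = activation above the run cutoff, the mean activation of all test compounds plus 3 SD, cut at about 18% in these data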
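system = human M5 receptor in CHO-K1 cells | reagent = EC20 acetylcholine as agonist stimulus | compound dosing = single-point, 3 µM nominal | incubation = Fluo-8 loading 80 min at 37 °C plus 30 min room temperature | detection = Fluo-8 calcium dye fluorescence, kinetic read | benchmarks = low control EC20 acetylcholine (0%), high control EC100 acetylcholine (100%)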
M4 antag: human M4 muscarinic receptor antagonists, primary screen, CHO cells, Fluo-8 calcium fluorescence; Muscarinic acetylcholine receptor M4 (Homo sapiens), P08173; CHO-hM4 cells, ACh EC80; inhibition, % at 3 µM; hit rate 0.73% among 360,000; AID 624125, 2012;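 active = inhibition above its plate's cutoff, the mean inhibition of sample wells plus 3 SD, cut at about 27% in these data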;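 also: 0% = acetylcholine EC80 with DMSO and 100% = DMSO without agonist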
M5 ag: human M5 muscarinic receptor agonists, primary screen, CHO-K1 cells, Fluo-8 calcium fluorescence. hit rate 0.19% among 360,000. AID 624037, 2012. activation, % at 3 µM. Muscarinic acetylcholine receptor M5 (Homo sapiens), P08912. CHO-K1 hM5 cells; 0% DMSO wells, 100% maximal acetylcholine response;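 active = activation above the run's mean over test compounds plus 3 SD, cut at about 23% in these data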;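 also: signal is peak over basal fluorescence ratio across the kinetic read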
M1 PAM parental: nonselective calcium activators in parental CHO-K1 cells, primary screen, counter-screen for M1 PAM project, cell-based, Fluo-8 calcium fluorescence, full deck, 1536-well; ATP EC20; 0% at ATP EC20, 100% at ATP max; activation, % at 3 µM; hit rate 0.02% among 360,000; AID 602247, 2012;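 active = activation above the run cutoff, the mean activation of all test compounds plus 3 SD, cut at about 40% in these data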;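 also: peak over basal fluorescence ratio in a 140 s read after ATP addition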
Numbers without * were called inactive.

Every second line gives: CHRM4 PAM	M5 antag	CHO-K1 Ca antag	CHO-K1 Ca ag	M4 ag	M5 PAM	M4 antag	M5 ag	M1 PAM parental
1	CCOc1cc(/C=N/N=C2/NC(=O)C(CC(=O)O)S2)ccc1OCc1ccccc1Cl (stereo unspecified)
→ -2.0	12.3	-0.3	-0.5	-0.6	-2.9	-3.9	-4.2	12.2
2	CCN1C/C(=C/c2cccc([N+](=O)[O-])c2)C(=O)/C(=C/c2cccc([N+](=O)[O-])c2)C1
→ 4.9	6.0	-4.1	-1.0	-0.4	-1.6	-4.1	2.7	11.1
3	CN(C)S(=O)(=O)c1cc(C(=O)OCCn2cnc3c2c(=O)n(C)c(=O)n3C)ccc1Cl
→ -0.6	7.8	-5.3	2.2	3.4	-10.2	2.7	-1.4	3.5
4	COc1cc(OC)cc(C(=O)N2CCC(N3CCN(c4ccccc4OC)CC3)CC2)c1
→ -0.8	-10.3	-12.0	0.1	0.3	-0.9	-1.0	-7.6	24.0
5	Cc1cc(C)n(-c2nc3nonc3nc2Nc2cccc(C)c2C)n1
→ -2.8	3.9	-8.8	0.2	0.8	-0.1	-7.2	-4.6	2.3
6	COC(C[C@H](O)C[C@H](O)COCc1ccccc1)OC
→ 3.2	2.8	-3.0	0.2	0.6	5.7	-7.6	2.6	-1.1
7	Cc1cc(=O)oc2c(C)c3occc3cc12
→ -7.5	17.4	22.3	0.2	0.7	-4.6	6.8	-6.5	-21.0
8	c1ccc(Nc2nc(N3CCCC3)nc(N3CCOCC3)n2)cc1
→ 12.5	5.7	-8.0	1.1	-0.6	8.3	-8.1	1.0	8.2
9	CC(=O)N1CCN(C23CC4CC(CC(C4)C2)C3)CC1
→ -1.2	1.8	-6.3	0.4	0.3	-1.6	1.3	-1.1	4.3
10	CNc1sc(C(=O)c2ccc(F)cc2)c(N)c1-c1nc2ccccc2s1
→ 14.9	19.4	-6.8	0.2	3.4	-5.3	32.3*	-0.3	7.3
11	O=C(Oc1ccc2cc(Br)ccc2c1)c1cccnc1
→ 6.0	-7.2	-12.6	0.4	1.2	0.7	-6.0	1.7	11.2
12	Nc1[nH]c(C(=O)c2ccccc2)c(-c2ccccc2C(F)(F)F)c1C(=O)NCc1cccc2ccccc12
→ 2.9	7.1	-16.1	0.6	0.6	2.0	1.5	1.9	9.9
13	CC(C)OC(=O)c1cc(-c2ccc(C=O)o2)ccc1Cl
→ 1.7	-2.5	-11.7	0.0	-0.1	-0.1	10.1	-3.5	28.2
14	COc1cnn(C(C)(C)C)c(=O)c1Cl
→ -4.6	5.6	-13.9	1.2	0.1	-1.2	1.5	2.6	13.5
15	Cc1ccc(-c2csc3ncn(CC(=O)NCC(c4ccco4)N4CCCC4)c(=O)c23)cc1 (stereo unspecified)
→ -5.3	8.8	-4.4	1.4	5.9	-10.2	15.9	-5.3	14.6
16	CCN1c2ccccc2NC2C1C(C(C)=O)C(=O)N2c1ccc(Cl)cc1 (stereo unspecified)
→ -0.4	12.8	2.8	1.9	11.5	-2.4	14.1	2.1	-0.7
17	COc1cc(C2CC(c3c(C)cc(C)[nH]c3=O)=NN2c2ccccc2F)cc(OC)c1OC (stereo unspecified)
→ 4.6	0.4	-10.4	0.9	2.0	-0.3	-20.0	-5.3	4.7
18	OC1(c2ccccc2)CN(c2ccccc2)C2=[N+]1CCS2 (stereo unspecified)
→ -4.4	-0.1	-3.8	1.7	1.1	4.2	3.1	-0.9	19.7
19	Cc1sc2nc(CSCC(=O)Nc3ccc(N4CCOCC4)cc3)[nH]c(=O)c2c1C
→ -11.1	3.8	-1.9	2.3	0.5	-2.4	9.9	0.0	10.7
20	CCN(Cc1nc(-c2cccc(Cl)c2)no1)CC1CCCO1 (stereo unspecified)
→ 2.5	0.7	-7.2	0.4	1.7	-7.1	7.9	1.6	17.4
21	FC(F)(F)C(F)(F)c1nc2nc(Cl)c(Cl)nc2[nH]1
→ -0.8	4.3	12.2	-0.3	-0.7	-1.1	5.2	2.5	7.1
22	Cc1cc(C)n2cc(CSCc3ccco3)nc2n1
→ 13.5	0.2	-13.4	0.6	0.4	-3.8	-7.5	-1.8	24.4
23	COc1ccc(N2CC(C(=O)Nc3ncccc3C)CC2=O)cc1 (stereo unspecified)
→ 11.8	-6.7	-11.7	0.5	1.2	2.7	-1.0	-2.9	18.9
24	O=C(COC(=O)c1ccncc1)Nc1cccc(Cl)c1
→ 4.7	1.4	-6.8	-0.1	0.8	-2.4	0.1	-1.3	13.3
25	COc1ccc(Br)cc1CN(C)C(=O)c1cc(Cl)c2c(c1)OCCO2
→ 3.9	10.3	-11.1	0.7	1.0	-0.7	-8.3	-3.5	7.0
26	Cc1ccc(Cn2c(N)c(S(=O)(=O)c3cccs3)c3nc4ccccc4nc32)cc1
→ 1.1	0.2	-2.9	-0.2	1.2	-9.0	0.3	3.0	4.0
27	N#CCCC(CCC#N)C1=NCCc2ccccc21
→ 11.5	-6.7	-15.7	1.9	1.2	12.6	-6.9	-5.4	22.1
28	CCOC(=O)/C=C/C(=O)Nc1ccc(S(=O)(=O)N2CCc3ccccc32)cc1
→ -6.7	5.6	7.0	3.9	8.2	-1.2	9.6	-2.5	14.3
29	COc1nc(OC)nc(N2CCC(C(=O)NC3CCCCCC3)CC2)n1
→ 7.8	-1.8	-6.7	0.5	-0.7	-0.5	-5.4	0.5	8.2
30	CCc1nnc(NC(=O)C2CCN(c3nc(C)cc(C)n3)CC2)s1
→ 13.6	4.3	0.6	1.0	0.0	-2.8	-4.9	-2.9	14.5
31	COC(=O)C1CCCCN1C(=O)c1ccc2oc(C(C)C)nc2c1 (stereo unspecified)
→ 3.8	-0.5	13.0	-0.1	0.7	2.2	-12.6	-4.3	26.9
32	CCC(Sc1ncccc1C(=O)Oc1cccc([N+](=O)[O-])c1)C(=O)Nc1ccccc1OC (stereo unspecified)
→ -4.5	0.8	-3.6	-0.2	1.4	-1.1	3.7	3.8	11.9
33	CCOc1ccc(C(=O)SC2=NCCS2)cc1
→ 6.5	-6.5	4.1	-0.3	-0.5	3.6	2.8	-3.7	-10.3
34	COCCN=C1OC(=O)N2C(=O)C3=C4[C@@H](C[C@H]5C(=O)N(c6ccccc6)C(=O)[C@H]5[C@H]4[C@@]12Cc1ccccc1)[C@H]1C(=O)N(c2ccccc2)C(=O)[C@H]1[C@H]3C
→ 1.3	-4.8	-11.5	0.2	1.3	-2.5	-14.1	5.3	6.8
35	Cc1nc(-c2cc(C#N)c(=O)[nH]c2C)cs1
→ 2.1	10.6	-5.9	-0.1	0.3	1.6	4.0	-0.9	-4.2
36	NC(=O)C1CCN(C(=O)CCC(=O)c2ccc(F)cc2)CC1
→ -5.0	17.0	-10.4	2.0	5.7	-4.4	-4.9	-1.6	6.0
37	CC1(C)CC(=O)c2sc(NC(=O)C(C)(C)C)nc2C1
→ 2.2	-4.1	-15.4	0.7	0.1	3.3	0.5	-0.4	16.1
38	CC(NC(=S)Nc1ccccc1Cl)C(c1ccccc1)N1CCOCC1 (stereo unspecified)
→ 3.6	8.4	6.1	0.0	0.3	15.6	4.5	-2.4	-13.3
39	CCOC(=O)c1c(NC2=NS(=O)(=O)c3ccccc32)sc2c1CCCCC2
→ 6.4	-0.3	-5.2	0.8	1.0	4.5	1.1	2.2	23.1
40	c1ccc(-c2nnc3n2NC(c2ccc4c(c2)OCO4)S3)cc1 (stereo unspecified)
→ -5.0	10.6	-7.9	-0.2	1.7	-5.5	-0.8	0.0	-2.1
41	CC1(c2nnc(Cc3ccccc3)o2)CC(c2ccc(OC(F)(F)F)cc2)=NO1 (stereo unspecified)
→ -7.1	12.8	15.2	2.7	8.6	-1.0	2.8	4.1	-18.0
42	O=c1[nH]c2ccccc2n1Cc1ccc(F)cc1
→ 9.3	2.1	5.8	0.6	3.1	-2.0	-11.4	5.5	-4.7
43	CCCCc1ccc(-c2nc(N)n[nH]2)cc1
→ 0.9	2.7	-9.3	0.1	0.0	-0.7	-4.7	-3.7	12.9
44	Cc1csc(N2CCCC2c2nc3cc(Cl)c(N4CCCCC4)cc3n2CCOCCO)n1 (stereo unspecified)
→ 2.4	17.6	-5.8	-0.1	-0.3	2.9	8.9	-2.6	1.2
45	COc1ccccc1OCCC(=O)OCC(=O)NC(=O)NC(C)(C)C
→ 0.2	-7.0	-3.4	2.1	6.1	-19.3	-3.1	-3.7	6.1
46	Cc1cc(C(=O)CSc2nnc(-c3cccnc3)n2-c2ccccc2F)c(C)n1C
→ -9.4	4.9	-1.9	1.9	5.8	-8.1	-6.0	-0.2	15.7
47	CCCCN(C(=O)Cc1ccc(S(=O)(=O)N2CCOCC2)s1)c1c(N)n(CC(C)C)c(=O)[nH]c1=O
→ 8.8	2.1	-7.0	2.1	0.3	3.8	-13.4	-2.4	-7.6
48	COc1ccc(C(C(=O)NCc2ccccc2)N(Cc2cccs2)C(=O)c2cnccn2)cc1 (stereo unspecified)
→ -14.3	14.0	16.3	5.2	20.0	-14.3	8.1	1.9	5.5
49	COc1ccc(C)cc1N(C(=O)c1ccc(F)cc1)c1nc2ccccc2s1
→ 3.4	8.8	9.2	-0.5	-0.7	-2.6	-16.1	-6.5	-3.5

Ordered by value in M5 PAM (ascending): some entries from above.
nr | structure | M5 PAM
46 | Cc1cc(C(=O)CSc2nnc(-c3cccnc3)n2-c2ccccc2F)c(C)n1C | -8.1
49 | COc1ccc(C)cc1N(C(=O)c1ccc(F)cc1)c1nc2ccccc2s1 | -2.6
47 | CCCCN(C(=O)Cc1ccc(S(=O)(=O)N2CCOCC2)s1)c1c(N)n(CC(C)C)c(=O)[nH]c1=O | 3.8

Screening data as filed in PubChem.

Rows were taken by chance; any-hit rate near 2.7%.
